# sPLA2-III inh: Blocks human group III sPLA2 activity. Q9NZ20. QFRET BODIPY PC-A2 liposome hydrolysis, fluorescence. inhibition, % at 12.2 µM. AID 743126. 370,000 tested, 0.56% active;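 active = inhibition above mean plus 3 SD of compounds lying within the high and low control bounds, cut at about 19% in these data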;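 also: 0% = median of test compound wells and 100% = no enzyme DMSO wells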
# NR1D1 modulator: modulators of human Rev-erb alpha DNA binding | P20393 | Rev-erbα–FITC-DNA binding, fluorescence polarization, 90 min | activity, % at 10 µM | 370,000 tested, 0.79% active | AID 1259318;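 active = activity above about 14%, limit read from the data; passing the limit was not always enough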;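 also: 0% = DMSO wells with 35 nM protein and 100% = DMSO wells with 750 nM protein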
# ARFGAP1 inhibitor: inhibitors of rat ARFGAP1; Arfgap1-stimulated ARF1 GTP hydrolysis, GDP FP detection; inhibition, % at 16.5 µM; 360,000 tested, 0.26% active;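 active = inhibition above a per-plate limit, mean inhibition of low control wells plus 3 SD, cut at about 25% in these data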;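 also: 0% = DMSO wells with enzyme and 100% = wells lacking Arfgap1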
#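 system = rat Arfgap1 catalytic domain, aa 1-136 | technique = FP, GDP Alexa 633 tracer displaced from anti-GDP antibody, 620/688 nm | compound = one concentration, 16.5 µM, DMSO 1.26% | medium = HEPES-based buffer, pH 7.5 | timing = compound-enzyme preincubation 20 min, reaction 120 min, detection 60 min, 25 °C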
# proKLK7 act: activates the human kallikrein-7 zymogen | P49862 | purified proKLK7, EDANS-DABCYL substrate fluorescence; 100% is mature enzyme control, 0% vehicle | activation, % at 7 µM | 370,000 tested, 0.9% active | AID 652039;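 active = activation above the mean of all tested compounds plus 3 SD, computed per campaign excluding outliers beyond control limits, cut at about 13% in these data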
# Tn7 DDE FP: inhibitors of Tn7 peptide binding to human fibrin DD(E); P02675; 370,000 tested, 0.13% active; inhibition, % at 8.3 µM; FP displacement of FITC-Tn7 peptide from fibrin DD(E); 0% = median of compound wells per plate;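 active = inhibition above the mean of compounds falling within the control limits plus 3 SD of them, cut at about 14% in these data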;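 also: 0% = plate median of compound wells and 100% = 10 µM Aha-Tn7 peptide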
#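 assay system = human clot-derived fibrin DD(E) complex | quantity = Fibrin-DD(E) at 2 µM final | timing = 10 min preincubation, 3 h with tracer, room temperature | signal = fluorescence polarization | measure = percent inhibition | benchmarks = high control wells with 10 µM unlabelled Aha-Tn7 peptide (full inhibition) | replicates = singlicate testing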
# PLC-gamma1 inh: blocks human PLC-gamma1 enzyme activity; 370,000 tested, 0.84% active; purified PLC-gamma1, fluorogenic substrate, fluorescence; inhibition, % at 12.2 µM; P19174; in the data active = inhibition above about 9.5%
# Target sequence (P19174 whole entry, looked up): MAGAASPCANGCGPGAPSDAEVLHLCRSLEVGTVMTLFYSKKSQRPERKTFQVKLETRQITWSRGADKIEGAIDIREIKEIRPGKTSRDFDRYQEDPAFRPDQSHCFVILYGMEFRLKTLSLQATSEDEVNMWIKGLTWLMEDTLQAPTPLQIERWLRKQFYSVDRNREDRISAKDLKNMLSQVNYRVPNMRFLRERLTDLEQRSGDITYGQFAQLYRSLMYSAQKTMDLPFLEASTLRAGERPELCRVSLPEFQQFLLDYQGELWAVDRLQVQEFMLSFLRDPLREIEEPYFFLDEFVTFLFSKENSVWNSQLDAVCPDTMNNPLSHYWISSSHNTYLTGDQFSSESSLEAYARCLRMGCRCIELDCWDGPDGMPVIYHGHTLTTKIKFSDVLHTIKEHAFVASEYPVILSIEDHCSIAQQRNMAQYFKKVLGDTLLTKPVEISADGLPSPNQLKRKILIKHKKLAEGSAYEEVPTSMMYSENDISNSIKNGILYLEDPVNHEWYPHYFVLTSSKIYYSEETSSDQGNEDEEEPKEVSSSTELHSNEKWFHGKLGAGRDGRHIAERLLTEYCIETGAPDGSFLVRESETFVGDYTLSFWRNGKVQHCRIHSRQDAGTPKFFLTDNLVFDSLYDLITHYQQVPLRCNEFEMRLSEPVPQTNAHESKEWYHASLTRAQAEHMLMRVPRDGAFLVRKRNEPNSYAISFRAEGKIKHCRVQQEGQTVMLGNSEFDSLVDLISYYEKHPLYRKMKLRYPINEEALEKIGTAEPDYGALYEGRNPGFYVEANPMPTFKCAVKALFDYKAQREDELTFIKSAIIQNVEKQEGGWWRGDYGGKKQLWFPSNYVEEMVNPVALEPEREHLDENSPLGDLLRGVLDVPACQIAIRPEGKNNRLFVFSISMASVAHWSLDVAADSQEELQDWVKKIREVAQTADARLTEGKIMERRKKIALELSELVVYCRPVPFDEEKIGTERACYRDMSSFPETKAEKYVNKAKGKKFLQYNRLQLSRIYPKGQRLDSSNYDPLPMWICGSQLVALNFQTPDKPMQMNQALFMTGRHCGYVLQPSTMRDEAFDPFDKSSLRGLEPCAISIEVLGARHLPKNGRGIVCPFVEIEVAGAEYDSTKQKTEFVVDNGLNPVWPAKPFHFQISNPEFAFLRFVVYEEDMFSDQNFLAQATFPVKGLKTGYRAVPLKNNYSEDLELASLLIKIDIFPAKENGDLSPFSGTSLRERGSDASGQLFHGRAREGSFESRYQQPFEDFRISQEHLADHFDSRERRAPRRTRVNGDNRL
# PLCb3 inh: blocks human PLC-beta3 enzyme activity; Q01970; Purified PLC-beta3, fluorogenic substrate, fluorescence; inhibition, % at 12.2 µM; 370,000 tested, 0.18% active; AID 720704; in the data active = inhibition above about 11%;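 also: 0% = median of compound wells on plate and 100% = full blocker control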
# ASAP1 inh: ASAP1 ArfGAP inhibition; Q9ULH1; ASAP1-stimulated ARF1 GTP hydrolysis, GDP FP detection; inhibition, % at 16.5 µM; 360,000 tested, 0.19% active; in the data active = inhibition above about 25%;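 also: 0% = vehicle with enzyme and substrate and 100% = no enzyme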
# UHRF1 binding: blocks human UHRF1 binding to methylated DNA; 370,000 tested, 0.75% active; UHRF1 binding to methylated oligo, TR-FRET; AID 687016; inhibition, % at 4.4 µM; in the data active = inhibition above about 21%;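 also: UHRF1 SRA domain binding a hemimethylated CpG hairpin DNA probe; 0% = median of test compound wells and 100% = reference inhibitor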
# DDE Tn6 FP inh: inhibitors of Tn6 peptide binding to human fibrin DD(E); AID 720509; P02675; 370,000 tested, 0.21% active; inhibition, % at 8.3 µM; Fibrin DD(E) TRITC-Tn6 fluorescence polarization displacement;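 active = inhibition above a per-campaign cutoff: mean of compounds within control limits plus 3 SD, cut at about 15% in these data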;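 also: 0% = median of all compound wells on the plate and 100% = blocking peptide control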
# Numbers without * were called inactive; i = inactive. The list is partial. The share of hits here may be higher or lower than overall.
SMILES,sPLA2-III inh,NR1D1 modulator,ARFGAP1 inhibitor,proKLK7 act,Tn7 DDE FP,PLC-gamma1 inh,PLCb3 inh,ASAP1 inh,UHRF1 binding,DDE Tn6 FP inh
C=CCn1c(O)c(/C(CC)=N/NC(=S)Nc2ccccc2)c(=O)[nH]c1=O,3,-5,-5,0.1,-2,3,-5,4,1,2
COC(=O)C1=C(c2ccc(C(C)=O)cc2)C[C@@H]2CC[C@H]1N2C(=O)N1CCOCC1,8,-6,7,0.1,-4,5,4,7,4,0
CCOC(=O)Cn1cc(C(=O)c2ccccc2)c2ccccc21,-3,-3,1,-0.7,7,-2,-9,14,0,2
CC1CN=C(NCCc2ccccc2)S1 (stereo not drawn),2,2,-8,-0.2,3,-1,2,-6,1,-2
COC(=O)C1=C(c2ccc(-c3ccccc3)c(F)c2)C[C@@H]2CC[C@H]1N2C(=O)N1CCCC1,-12,-2,8,-0.5,4,0,-2,-15,0,3
O=c1c2ccccc2nc(CN2CCCCCC2)n1-c1ccc(F)cc1,6,-1,-8,0.3,5,-3,-3,6,7,-3
CCOc1ccc(C2CC(c3c(O)n(C)c(=O)n(C)c3=O)=NN2)cc1 (stereo not drawn),-24,0,2,0.0,-6,-3,-12,-4,2,-6
CCOC(=O)c1c(N)n(Cc2ccco2)c2nc3ccccc3nc12,-12,5,5,47*,1,i,i,13,-7,-13
CC12CN3CC(c4ccccc4)(CN(C1)C31CCCCC1)C2=O,4,-2,6,0.2,1,0,-3,1,-3,-1
O=S(=O)(c1ccc2ccccc2c1)N1Cc2cc(Br)ccc2-n2nncc2C1,6,2,-6,0.6,-6,-1,1,4,2,2
COc1ccccc1-n1c(O)c(C=NCc2ccc3c(c2)OCO3)c(=O)[nH]c1=O,-8,-3,-3,0.2,-7,-3,-4,-20,6,1
COc1ccc(C2C=C(C)Oc3c2c(=O)oc2ccccc32)cc1OC (stereo not drawn),-15,0,-12,0.6,2,-10,-12,6,-1,7
COc1cc([C@H]2OC[C@H]3[C@@H]2CO[C@@H]3c2cc(OC)c(O[C@@H]3O[C@H](CO)[C@@H](O)[C@H](O)[C@H]3O)c(OC)c2)cc(OC)c1O[C@H]1O[C@@H](CO)[C@H](O)[C@@H](O)[C@@H]1O,4,-2,6,-1.1,2,-16,-21,-8,0,2
O=C1CC(N2CC=C(c3ccccc3)CC2)C(=O)N1c1ccc(F)cc1 (stereo not drawn),0,-6,-8,-0.3,-2,-9,-16,-7,0,-1
O=C(N/N=C/c1c(O)n(Cc2ccc(F)cc2)c(=O)[nH]c1=O)c1ccccc1,-8,-3,-14,-0.5,-1,-19,-23,-1,-1,8

# Reprinted from the part before: 4 compounds; new compounds follow.
SMILES,sPLA2-III inh,NR1D1 modulator,ARFGAP1 inhibitor,proKLK7 act,Tn7 DDE FP,PLC-gamma1 inh,PLCb3 inh,ASAP1 inh,UHRF1 binding,DDE Tn6 FP inh
COc1ccc(C2C=C(C)Oc3c2c(=O)oc2ccccc32)cc1OC (stereo not drawn),-15,0,-12,0.6,2,-10,-12,6,-1,7
COc1cc([C@H]2OC[C@H]3[C@@H]2CO[C@@H]3c2cc(OC)c(O[C@@H]3O[C@H](CO)[C@@H](O)[C@H](O)[C@H]3O)c(OC)c2)cc(OC)c1O[C@H]1O[C@@H](CO)[C@H](O)[C@@H](O)[C@@H]1O,4,-2,6,-1.1,2,-16,-21,-8,0,2
O=C1CC(N2CC=C(c3ccccc3)CC2)C(=O)N1c1ccc(F)cc1 (stereo not drawn),0,-6,-8,-0.3,-2,-9,-16,-7,0,-1
O=C(N/N=C/c1c(O)n(Cc2ccc(F)cc2)c(=O)[nH]c1=O)c1ccccc1,-8,-3,-14,-0.5,-1,-19,-23,-1,-1,8
OC(C#CCN1CCOCC1)(c1ccccc1)C1CCCC1 (stereo not drawn),2,-6,-14,0.2,-1,3,3,0,6,7
CN(C)C(=O)Oc1noc2cc(Cl)ccc12,0,-8,-1,0.1,1,1,-2,-1,1,-5
C#C[C@]1(O)CC[C@H]2[C@@H]3[C@H](O)C[C@H]4C[C@@H](O)CC[C@]4(C)[C@H]3CC[C@@]21C,-10,-1,14,0.2,-6,-1,0,-3,5,5
CC(=O)OC1N=C(c2ccccc2Cl)c2cc(Br)ccc2NC1=O (stereo not drawn),-7,-1,-8,-0.2,1,0,-11,9,-1,2
CCCCn1c(O)c(/C(C)=N/NC(=O)Nc2ccccc2)c(=O)[nH]c1=O,2,2,-6,0.9,2,-1,-11,5,15,-9
O=C1NCN(c2ccccc2)C12CCN(C(c1cc3ccccc3o1)c1nnnn1C1CCCC1)CC2 (stereo not drawn),-1,2,-4,0.5,-3,1,0,-3,1,4
O=C(CCNS(=O)(=O)c1ccccc1)Nc1ccc(Cl)cc1C(=O)c1ccccc1,-26,-3,1,0.3,4,0,-5,-4,7,-4
O=c1cccc2n1CC1CC2CN(Cc2ccc3c(c2)OCO3)C1 (stereo not drawn),2,-7,5,0.3,3,-3,-1,-16,0,1
COc1ccc(OC)c([C@@H](O)[C@H](C)NC(C)(C)C)c1,-1,-3,5,-0.4,-7,0,2,-6,2,1
COc1ccc2c(c1)c(C(=O)O)c(C)n2CC(C)C,-4,-5,-7,-0.3,-6,0,-6,-2,4,3
CC1=Nc2ccccc2/C1=C/c1c(O)n(C)c(=O)[nH]c1=O,3,-4,11,-0.4,1,-10,-17,2,-3,4
CN(C)C1(c2nnnn2CCOC(=O)Nc2ccc(Cl)cc2)CCCCC1,-18,6,-23,0.2,7,2,1,6,0,12
C[C@H]1CC2C3CC=C4C[C@@H](O)CC[C@]4(C)C3CC[C@]2(C)[C@H]1O (stereo partly drawn),3,-1,2,0.0,-13,3,1,11,-1,6
CSCCC(N=Cc1c(O)n(-c2ccc(Br)cc2)c(=O)[nH]c1=O)C(=O)OC(C)(C)C (stereo not drawn),-2,2,1,0.8,-6,5,9,7,0,0
c1ccc(CN2Cc3ccccc3-n3nncc3C2)nc1,-2,0,-5,-0.5,-9,2,-3,2,-3,-6
COC(=O)C1C2c3ccccc3C(c3ccccc32)C1(C)C(=O)OC (stereo not drawn),15,-6,-4,-0.2,4,2,0,-6,2,-6
Cc1ccc(N2C(=O)NC(=O)/C(=C\c3cnc(-c4ccccc4)nc3)C2=O)cc1,-11,3,2,-0.1,1,-8,-5,6,-2,-1
O=C1CN=C(c2ccc[nH]2)c2cc(Cl)ccc2N1,3,1,13,0.5,5,-4,-10,5,2,2
O=C(Cc1ccccc1)Oc1ccccc1N1C(=O)CCC1=O,-5,3,5,0.3,0,2,1,9,-2,3
CN1CCN(/N=C/c2c(O)n(Cc3ccc(F)cc3)c(=O)[nH]c2=O)CC1,0,-6,-1,-0.2,5,-3,-10,5,-3,-1
C[C@H](N)CN1CCc2ccc(Br)cc21,17,4,-1,-0.6,0,0,-4,2,0,7
CN1CCN(c2ccc(C(N)=O)cc2N)CC1,6,2,16,5.4,-3,-123,-145,-17,0,-4
CN(C)C(=Nc1ccccc1)P(=S)(N(C)C)N(C)C,0,-1,6,-0.7,-3,1,0,6,1,-1
C/C=C1/C[C@@H](C)[C@](O)(CO)C(=O)OCC2=CCN3CC[C@@H](OC1=O)[C@@H]23,11,-8,2,0.2,-2,3,-5,-3,3,-11
Cn1cc(C(=O)NP(=O)(N2CCOCC2)N2CCOCC2)c2ccccc21,4,2,-11,0.1,-4,1,3,10,-2,7
CCOC(=O)c1ccc(N=C(c2ccccc2)c2c(O)n(C)c(=O)n(C)c2=O)cc1,3,-4,-16,0.1,9,0,1,5,-2,4
CC(C)CC(NC(=O)C1CCCCC1)C(=O)N1CCC2(CC1)OCCO2 (stereo not drawn),-3,-2,1,-0.9,0,-2,0,-9,-1,8
O=c1c2ccccc2nc(/C=C/c2ccccc2)n1-c1ccccc1O,-34,3,6,1.1,-1,-31,-48,-5,-1,0
O=c1[nH]cnc2nc(-c3ccc(N(CCCl)CCCl)cc3)[nH]c12,12,-14,4,-15,4,-493,i,1,1,-3
CC1CCCN1CCC(C(N)=O)(c1ccccc1)c1ccccc1 (stereo not drawn),17,-4,8,-0.2,1,1,-3,9,2,-6
COC(=O)C1=C(c2cccc(OCc3ccccc3)c2)C[C@@H]2CC[C@H]1N2C(=O)NCc1cccc(F)c1,-17,-3,-1,0.0,6,0,0,3,-3,6
N#CC(C#N)=NNc1ccc(-n2ccc(C(F)(F)F)n2)cc1,-1,-8,-3,0.4,-6,7,2,11,2,5
Cc1c(N=Cc2c(O)n(Cc3ccco3)c(=O)[nH]c2=O)c(=O)n(-c2ccccc2)n1C,2,1,-5,-0.3,8,-10,-6,-7,-1,0
CCc1nnc(NS(=O)(=O)c2ccc(N=Cc3c(O)n(-c4ccc(Cl)cc4)c(=O)[nH]c3=O)cc2)s1,-15,-1,2,0.0,-7,0,0,14,0,1
COC(=O)C1=C(c2ccccc2OCc2ccccc2)C[C@@H]2CC[C@H]1N2C(=O)NCCOc1ccccc1,-14,0,-1,0.5,2,-1,-2,-5,-1,9
COC(=O)C1=C(c2cc3ccccc3s2)C[C@@H]2CC[C@H]1N2C(=O)N1CCC(C)CC1,-7,1,-10,0.3,2,-3,-2,8,-1,-8
COc1cccc(Oc2coc3cc(OC(=O)N(C)C)ccc3c2=O)c1,0,-4,-2,-0.4,-6,-4,-11,-7,3,6
Cc1nc2cc([N+](=O)[O-])ccc2c(=O)n1-c1cccc(Br)c1,10,-1,5,-0.2,6,-2,-10,6,1,1
CC(C)(C)C(=O)Nc1ccc(S(=O)(=O)N2CC3CC(C2)c2cccc(=O)n2C3)cc1 (stereo not drawn),0,-4,5,0.1,0,0,-4,-4,5,9
O=C(C1CCC(=O)N1Cc1ccc(F)cc1)N1CCC2(CC1)OCCO2 (stereo not drawn),6,-5,1,0.2,-4,-3,0,-5,-1,-5
CCN(CC)CC(O)c1ccc(C2CCCC2)cc1 (stereo not drawn),3,6,-2,-0.6,1,4,3,-16,-2,-9
COC(=O)C1=C(c2cc3ccccc3o2)C[C@@H]2CC[C@H]1N2C(=O)NCCNC(C)=O,5,-3,1,0.2,3,0,0,2,9,-3
Cc1nc2ccc(Cl)cc2c(=O)n1-c1ccc([N+](=O)[O-])cc1,3,-3,4,0.2,-1,3,-5,7,1,8
COc1ccc2c(c1OC)C(=O)OC2C1c2cc3c(cc2CCN1C)OCO3 (stereo not drawn),-1,-1,4,0.1,0,-23,-22,1,6,3
C=CCn1c(O)c(C=Nc2c(C)n(C)n(-c3ccccc3)c2=O)c(=O)[nH]c1=O,7,-3,0,-0.1,-3,4,-8,8,1,-1
O=c1c2ccccc2nc(-c2ccccc2)n1-c1ccc(O)cc1,1,-1,2,0.4,1,1,-2,-18,2,-2
COc1cc(/C=C/[N+](=O)[O-])ccc1OC(=O)c1cccnc1,-4,-4,-4,-0.5,-4,0,-5,-9,-1,-3
CCOCCN1CCC(OC(C)=O)C(C)C1 (stereo not drawn),5,-3,-6,-0.4,2,1,-2,1,4,-3
O=C(CN1CCN(Cc2ccc(Cl)cc2)C1=O)N1CCC2(CC1)OCCO2,1,0,4,0.0,-2,0,3,-2,1,0
